P. falciparum M17LAP: P. falciparum M17LAP inhibitors, primary screen, biochemical, fluorogenic H-Leu-NHMec substrate, 1536-well (AID 1619); one-dose inhibition, % at 30 µM; IC50 in µM for titrated hits; 220,000 compounds, 0.38% hits; recombinant M17LAP, H-Leu-NHMec fluorogenic kinetic assay; higher % means a stronger effect;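 active = compound inhibiting the enzyme by more than half at any dose during confirmatory dose-response retesting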;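 also: plate controls were full reaction with DMSO carrier for no effect and no enzyme background for full effect; strong numbers were not always called active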
MT stabilize HCS: stabilizes microtubules in HeLa cells; HeLa tubulin immunostaining HCS, 24 h; share of cells brighter than vehicle mean+2SD; % tubulin-high responders, % at 10 µM; 200,000 compounds, 0.83% hits; AID 2205;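 active = plate Z-score above 3 for both tubulin-high and condensed-nucleus cell shares, with cell loss under 80%, at 10 µM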;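 also: anti alpha tubulin signal scored within the nucleus-defined area of each cell; some results filed as inactive read as strong as hits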
Ins promoter up: MIN6 insulin promoter up-regulation; MIN6 insulin promoter-GFP reporter, high-content imaging; hits give high values; z-score at 5 µM; 190,000 compounds, 0.3% hits;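 active = z-score above 3 at 5 µM with at least 500 cells counted in the well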
Autophagy HCS: alters autophagy in cells; MEF GFP-LC3 puncta imaging; test concentration mostly 10 µM; calls only at 10 µM (by protocol); 190,000 compounds, 0.98% hits; AID 463193;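 active = percentage of spot-positive cells more than 3 SD above its plate mean, without a fluorescence outlier flag or 80% toxicity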;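 also: spot-positive cell cutoff set from DMSO-treated cells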
HEK293 NOD2/NF-kB: inhibition of NOD2-driven NF-kB reporter – cell-based, luminescence, uHTS, HEK293 (AID 1566); HEK293 NOD2/NF-kB luciferase reporter, luminescence; higher % means a stronger effect; 290,000 compounds, 0.63% hits; inhibition, % at 4 µM, or EC50 in µM where a hit was titrated; in the data active = inhibition above about 50%; also: many of its hits are not listed in these tables
Dynein cargo inh: blocks dynein driven cargo transport along microtubules. 3617.4 mouse cells, GR-EGFP nuclear translocation imaging; test concentration mostly 20 µM; stimulated with dexamethasone, 1 µM; hits give low values. 220,000 compounds, 0.47% hits. z-score, hits read low. AID 1381;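 active = plate z-score of nuclear minus cytoplasmic receptor signal below a set negative limit, without overly bright fluorescence or cell loss, cut at about -3.5 in these data, passing the limit was not always enough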;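 also: z-score of nuclear minus cytoplasmic ring GR-EGFP intensity difference per well; some compounds called inactive have numbers as strong as hits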
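Buffer or medium: tet-free, stripped-serum medium; reagent: dexamethasone at 1.0 µM final, 30 min; incubation: 48 h induction, 1 h compound, 30 min dex at 37 °C; measured by: formaldehyde fixation, Hoechst nuclear stain, 10x automated fluorescence imaging; read-out: nuclear-to-cytoplasmic GR-EGFP distribution per well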
b-catenin transl: alters nuclear translocation of beta-catenin in HeLa cells; immunofluorescence imaging; nuclear translocation activity, % at 5 µM; 190,000 compounds, 0.3% hits;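 active = nuclear translocation activity above 50% at 5 µM, with a well cell count of 50 or more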;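 also: per-cell ratio of nuclear to cytoplasmic median beta-catenin stain intensity; plate controls were DMSO negative control for no effect and GSK-3 inhibitor IX positive control for full effect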
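Test system: human HeLa cells, native beta-catenin. Compound dosing: 5 µM primary single dose, 0.1% DMSO, 0.02–20 µM confirmation series. Incubation: compound exposure 24 h at 37°C. Detection: beta-catenin immunostaining with DAPI counterstain, 20x imaging, 6 fields/well. Read-out basis: Nuclear/cytoplasmic beta-catenin signal ratio, % activation.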
NOD1 NF-kB reporter: NOD1 signaling inhibitors, primary screen, cell-based, luminescence, uHTS (AID 1578). NOD1-driven NF-kB luciferase reporter cells, luminescence; higher % means a stronger effect. inhibition, % at 4 µM; hits with a dose series show EC50 in µM. 290,000 compounds, 1% hits; in the data active = inhibition mostly above about 36%, no sharp cut-off; inactive = mostly below about 34%;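 also: HEK-293T reporter cells stimulated with the NOD1 agonist gamma-tri-DAP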
Yfh1-off respiration: mitochondrial function rescue without frataxin homolog – Friedreich's ataxia, plus single-dose screen, dose response (AID 1465) | fold induction at 50 µM, or EC50 in µM where a hit was titrated | 220,000 compounds, 0.074% hits | S. cerevisiae Yfh1-off respiration, WST-1 reduction, 72 h; higher fold induction means a stronger effect;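 active = fold induction of absorbance versus untreated yeast above a set limit, then at least 30% activation at any dose in follow-up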;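 also: activators that raise dye reduction in frataxin-depleted yeast; strong numbers were not always called active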
Dynein cargo inh cytoplasmic EGFP: further read-out of Dynein cargo inh, marked with its call; z-score; measured here: cytoplasmic GR-EGFP intensity; hits give high values
Dynein cargo inh nuclear GR-EGFP: recorded beside Dynein cargo inh, whose call it bears; z-score; measured here: nuclear GR-EGFP intensity;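 lower value marks the stronger effect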
Dynein cargo inh cell count: also measured in Dynein cargo inh; calls as there; z-score; measured here: cell count per field
Ins promoter up cell count: recorded beside Ins promoter up, whose call it bears; cell count; measured here: cytotoxicity, nuclei count;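 total cells summed across four imaged fields per well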
b-catenin transl cell count 5 µM: second read-out of b-catenin transl, no call of its own (marks repeat the call); cell count; measured here: cell count, cytotoxicity flag
MT stabilize HCS Hoechst-high %: second read-out of MT stabilize HCS, no call of its own (marks repeat the call); % Hoechst-high responders; measured here: nuclear condensation Hoechst responders;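 share of cells brighter than vehicle mean plus two SD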
MT stabilize HCS cytotoxicity %: recorded beside MT stabilize HCS, whose call it bears; toxicity, %; measured here: cytotoxicity by cell density;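 0% = mean cell density of plate MIN control wells and 100% = no cells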
Autophagy HCS cell loss 18 h: further read-out of Autophagy HCS, marked with its call; toxicity, %; measured here: cell loss, nuclei count;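 cell loss after 18 h compound exposure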
* marks the source's active call; other numbers are inactive results; i = inactive; nt = not tested or not shown. Some of the compounds tested; count on the stated rates, not on these rows.

SMILES	P. falciparum M17LAP	MT stabilize HCS	MT stabilize HCS Hoechst-high %	MT stabilize HCS cytotoxicity %	Ins promoter up	Ins promoter up cell count	Autophagy HCS	Autophagy HCS cell loss 18 h	HEK293 NOD2/NF-kB	Dynein cargo inh	Dynein cargo inh cytoplasmic EGFP	Dynein cargo inh nuclear GR-EGFP	Dynein cargo inh cell count	b-catenin transl	b-catenin transl cell count 5 µM	NOD1 NF-kB reporter	Yfh1-off respiration
CC1COc2ccccc2N1C(=O)c1cccnc1Cl (stereo not given)	-1%	2.2	1.3	8.3	0.53	1683	i	18	-16%	-0.52	-0.24	-0.19	0.41	-1.5	967	-4%	i
COC(=O)c1c(NC(=O)CCCC(=O)O)sc(C)c1C	17%	3.6	3.0	10	-0.23	1177	i	29	12%	-0.008	-0.21	0.78	0.46	0.0	992	7%	i
CC1CCC(NC(=O)c2ccc(N3CCCC3=O)cc2)CC1 (stereo not given)	4%	5.6	3.0	11	-1.8	1336	i	6	13%	0.23	-0.16	0.39	-0.96	-1.9	1036	-17%	i
OCCC1CN(Cc2cnc(-c3ccc(Cl)cc3)nc2)CCN1C1CCCCC1 (stereo not given)	10%	1.5	1.0	3.4	-0.73	1473	i	13	-4%	-0.77	-0.2	-0.34	1	0.1	983	6%	i
CCc1ccccc1NC(=O)COc1ccc2c(c1)OCO2	0%	3.6	2.3	7.8	-0.7	1281	i	-1	6%	-0.67	-0.31	-0.38	0.53	1.3	1024	-19%	i
COc1ccc(-c2nnc(NC(=O)c3cc(C)on3)s2)cc1	8%	3.3	2.5	7.6	0.02	1766	i	26	7%	-0.72	-0.25	-0.33	0.66	-0.1	1058	-17%	i
CCOC(=O)c1c(-c2ccc(C)s2)csc1NC(=O)c1cccs1	32%	2.1	2.9	7.0	nt	nt	i	4	3%	-0.4	0.33	-0.28	0.68	nt	nt	-19%	i
Cc1ccc(CNC(=O)C2CCN(S(=O)(=O)N3CCCCC3)CC2)cc1	-1%	3.0	2.1	3.0	1.3	1217	i	9	7%	0.29	-0.22	-0.19	0.5	0.5	1075	-22%	i
C/C(N)=C(/C#N)C(=O)COC(=O)c1cc2c(s1)CCCC2	12%	1.5	0.9	2.5	-0.36	1162	i	10	7%	-0.68	-0.19	-0.62	0.51	-1.9	1048	-16%	i
O=C(CNC(=S)N(CCCN1CCOCC1)Cc1cccs1)N1CCCC1	-1%	3.2	2.7	9.7	-0.21	1254	i	-1	9%	0.82	-0.32	0.67	-1	0.0	1062	-19%	i
CCC(=O)NNc1nc2c(C)c(C)ccc2s1	3%	1.6	2.1	4.7	-2.3	1483	i	4	3%	-0.53	0.0098	-0.3	-0.34	-1.8	1116	-47%	i
Nc1c2c(=O)oc(-c3ccccc3)cc2nn1-c1ccccc1	-2%	29*	24*	26*	nt	nt	i	-19	-117%	0.24	-0.2	-0.026	-0.49	nt	nt	-2%	nt
CCOc1cc(CNc2ccc3cn[nH]c3c2)ccc1OC	4%	0.8	0.9	3.0	-0.25	1001	i	-10	4%	-0.52	-0.3	-0.44	0.68	nt	nt	6%	i
Cn1cnnc1SCC(=O)c1ccc2c(c1)CCCC2	-11%	3.5	3.3	7.8	0.39	1145	i	6	-23%	0.51	-0.4	0.054	-0.18	-2.2	958	-42%	i
Fc1ccc(N2N=C(c3cccs3)CC2c2ccco2)c(F)c1 (stereo not given)	-21%	1.7	1.4	9.6	0.6	1592	i	-3	-16%	-0.6	-0.18	-0.42	0.65	-1.8	1472	-9%	i
Clc1ccc(OCCn2ccnc2)c2ccccc12	3%	3.9	3.5	0.9	-0.84	1291	i	-2	0%	0.13	-0.22	-0.17	0.53	0.4	1189	-10%	i
COCCNC(=O)Cn1cnc2ccc(S(=O)(=O)N3CCC(C)CC3)cc2c1=O	-12%	3.9	0.8	9.3	-0.7	1428	i	13	3%	2.1	0.2	1.1	-1.3	-0.8	1251	3%	i
CCn1c(=O)cc(OCC(=O)Nc2nc(C)cs2)c2ccccc21	4%	2.1	2.1	7.0	nt	nt	nt	nt	-12%	0.36	-0.074	0.56	-0.58	-3.5	1150	-30%	i
O=C(CCN1C(=O)/C(=C/c2cccc(Br)c2)SC1=S)NNC(=O)c1cccnc1	-6%	1.2	1.2	3.5	0.69	1444	i	27	14%	0.21	0.28	0.35	-1.2	-1.3	1302	27%	i
O=C(NCCCNC(=O)c1cncc(O)c1)c1cncc(O)c1	1%	5.0	1.9	4.8	0.03	1207	i	-15	-5%	-0.04	-0.15	-0.35	0.43	-0.3	1087	-15%	i
CCN(CC)c1ccc(/C=N/n2c(=S)[nH]nc(C)c2=O)cc1	21%	4.6	3.0	5.8	-0.33	1466	i	16	3%	-0.22	-0.17	0.14	0.71	-0.2	1397	-15%	i
O=S(=O)(Cc1cc(Sc2ccccc2)nc(-c2ccccc2)n1)c1ccccc1	2%	1.4	1.5	7.4	nt	nt	i	-3	-25%	0.58	-0.2	0.35	0.042	nt	nt	6%	i
O=C1OCCC1Sc1nc2ccccc2c(=O)n1Cc1ccccc1 (stereo not given)	11%	2.0	2.2	12	nt	nt	i	-7	-4%	-0.68	-0.31	-0.29	0.23	0.2	1083	-19%	i
CN(C)C(=O)C(=O)c1cccn1-c1ccccc1C#N	-3%	1.5	1.7	4.3	nt	nt	i	-9	7%	0.18	-0.15	0.44	0.27	-9.4	1240	7%	i
COc1ccc(CNc2nc(-c3cccnc3)nn2C(=O)C(C)C)cc1	0%	1.3	1.5	8.3	2.2	1180	i	11	6%	-0.6	-0.26	-0.31	0.11	2.8	1001	12%	i
CC(C)CC(NC(=O)C(COCc1ccccc1)NC(=O)OC(C)(C)C)C(=O)NN (stereo not given)	62%	1.7	0.9	5.1	-0.3	1316	i	12	10%	0.13	-0.075	0.25	-0.12	1.2	1112	-19%	i
Nc1cc2c([N+](=O)[O-])cccc2o1	2%	3.3	1.3	5.1	-0.04	1466	i	0	7%	-1.1	0.35	-0.27	0.049	1.8	1299	6%	i
COc1cccc(CN(CC(=O)NC2CCCC2)C(=O)CCC(=O)Nc2cc(C)on2)c1	4%	1.6	0.7	4.8	-0.69	767	i	-2	2%	0.041	-0.22	0.27	0.2	3.0	1017	-3%	nt
O=C(NCC1CCCO1)C1CCN(S(=O)(=O)c2ccccc2)CC1 (stereo not given)	-7%	2.4	1.5	6.1	0.86	1463	i	8	-12%	-0.67	-0.29	-0.28	0.51	-0.8	1037	-35%	i
COc1cc(C=O)ccc1OCCOCCOc1ccc(Cl)cc1	-5%	1.4	0.9	0.7	-0.51	1389	i	-4	-13%	1.8	0.077	1.1	-1.9	-1.8	1362	-2%	i
CC(C)CNC(=O)CCCSc1nc2ccccc2[nH]1	-3%	2.5	2.2	9.7	0	1219	i	-3	12%	-0.6	-0.3	-0.12	0.91	-0.4	1082	0%	i
O=C(CCc1c[nH]c2ccccc12)N1CCN(c2ccc(O)cc2)CC1	1%	2.3	1.6	17	-0.5	1259	i	16	-18%	-0.0035	-0.13	0.0026	-1.5	-2.3	941	-48%	i
COc1cc(CNCCCN2CCOCC2)cc(Br)c1OCc1ccc(Cl)cc1	-15%	3.8	2.4	2.4	-0.7	1277	i	44	-15%	5.8	0.76	4	-1.8	22	493	16%	i
O=C(CSc1ccccc1C(=O)O)NC12CC3CC(CC(C3)C1)C2	6%	nt	nt	nt	-1.5	1124	nt	nt	18%	0.33	-0.081	0.2	0.3	-1.3	1268	5%	i
CC1CCN(S(=O)(=O)c2ccc3c(c2)c(=O)c(C(=O)NCc2cccs2)cn3C)CC1	22%	3.2	3.1	11	-0.89	1196	i	-6	-10%	2.8	-0.2	2.2	-1.4	-0.1	546	-17%	i
O=C1c2ccccc2C(=O)C1c1nccc2ccccc12	1%	9.9	19	19	-1.9	1246	i	9	-50%	-0.87	-0.22	-0.17	0.8	1.2	957	21%	i
CCCOC(=O)CSC1=C(C#N)C(c2ccccc2Cl)CC(=O)N1 (stereo not given)	4%	1.6	3.0	6.2	0.21	921	i	5	17%	-0.96	-0.22	-0.57	0.35	nt	nt	0%	nt
COC(=O)c1c(NC(=O)CC2SC(N)=NC2=O)sc(C)c1C (stereo not given)	7%	1.7	1.1	5.6	-0.32	1430	i	-4	5%	0.97	0.79	0.22	0.017	0.2	1503	-34%	i
COC(=O)c1ccc(C)c(NC(=O)CCc2ccc(OC)cc2)c1	-10%	2.5	2.5	0.3	1.4	1492	i	8	12%	-0.044	-0.059	-0.3	0.59	-1.8	1044	1%	i
Cc1[nH]ccc(=O)c1OCc1ccc(Cl)cc1	4%	2.4	3.5	9.3	-0.02	1831	i	-1	-2%	-0.44	-0.2	-0.5	0.21	1.7	1095	-31%	i
CC(C)C(CCNC(=O)CN1C(=O)c2ccccc2C1=O)c1ccco1 (stereo not given)	43%	1.5	1.3	8.7	0.01	1330	i	0	1%	-0.35	0.14	0.14	0.13	2.5	1197	-18%	i

Bioassay records as filed in PubChem.
